Assay outcomes from PubChem.
14-3-3 PPI = modulators of human 14-3-3 gamma - Raf peptide interaction | actives 0.19% (n = 160,000) | inhibition, % at 40 µM | FP, 14-3-3gamma / TMR-pS259-Raf peptide binding; in the data active means inhibition above about 30%;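 further: 0% = protein plus tracer without compound and 100% = blank with tracer alone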
Target sequence (P61981 whole entry, looked up): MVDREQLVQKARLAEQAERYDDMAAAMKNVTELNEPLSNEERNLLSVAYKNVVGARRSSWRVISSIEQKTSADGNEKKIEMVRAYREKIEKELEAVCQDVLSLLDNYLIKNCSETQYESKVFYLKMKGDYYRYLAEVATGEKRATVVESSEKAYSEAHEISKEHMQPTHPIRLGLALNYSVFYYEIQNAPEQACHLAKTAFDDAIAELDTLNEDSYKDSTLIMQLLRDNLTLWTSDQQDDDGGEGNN
Numbers without * were called inactive; & = joins results of further samples. This is a subset. The share of hits here may be higher or lower than overall.

SMILES	14-3-3 PPI
Clc1ccc(-c2csc3ncnc(N4CCOCC4)c23)cc1	-10.1
COc1cccc(-n2c(=O)c3c(n4c(SCC(N)=O)nnc24)-c2ccccc2CC32CCCCC2)c1	6.7
COc1ccccc1CNC(=O)C1CCC(=O)N1C(C)C (stereo not drawn)	-2.6
Cc1ccc(CCNC(=O)CCS(=O)(=O)c2ccc(C)cc2)cc1	3.8
CCCOc1cccc(C(=O)Nc2nnn(CCC)n2)c1	-6.3
CCCC1CCc2c(sc(NC(=O)c3ccc4c(c3)OCO4)c2C(N)=O)C1 (stereo not drawn)	-19.1
CCOc1ccc(NC2=CC(=O)CC(c3ccc(Cl)cc3)C2)cc1 (stereo not drawn)	-1.0
CC1CC(C)CN(c2oc(-c3ccccc3Cl)nc2C#N)C1 (stereo not drawn)	4.3
CC(C)(C)OC(=O)NC(CCCCNC=O)C(=O)O (stereo not drawn)	-5.8
O=C(CS(=O)(=O)c1ccccc1)N1CCCCCC1	-4.2
N#CCCN1CCN(Cc2cc(-c3ccccc3)ccc2O)CC1	-10.3&-2.3
CCOC(=O)c1c(C)c(C(=O)N2CCc3ccccc3C2)c(C)n1CC	-11.5
Cc1cc(NC(=O)CSc2nc(-c3cccs3)cc(C(F)(F)F)n2)no1	-22.2&-4.3
COc1cccc(C2C(C(=O)c3cccs3)=C(O)C(=O)N2CCc2ccccc2)c1 (stereo not drawn)	-0.1
COc1ccc(CC(=O)Nc2ccc3c(c2)OCO3)cc1S(=O)(=O)N1CCOCC1	-1.5
Cn1cnc2c(sc(=S)n2-c2ccccc2)c1=O	1.4
c1ccc(Cn2ccc3ccccc32)cc1	-8.2
CCOc1ccccc1C1C2=C(CCCC2=O)Nc2nc(SC)nn21 (stereo not drawn)	2.6
CCOc1ccc(S(=O)(=O)NCC(=O)O)cc1	-0.3
COc1ccc(-c2cc(C(=O)Nc3sc4c(c3C#N)CCC(C(C)(C)C)C4)no2)cc1OC (stereo not drawn)	5.2
COC(=O)c1[nH]c2cc(OC)c(OC)cc2c1NC(=O)c1cccc(OC)c1	-1.4
COc1ccc(S(=O)(=O)c2ccccc2)cc1[N+](=O)[O-]	-0.7
COc1cc2c(cc1OC)CN(C(=O)C(c1ccccc1)c1ccccc1)CC2	-16.6
CCSCCOC(=O)C1=C(C)N(C)C(=O)NC1c1ccccc1Cl (stereo not drawn)	-5.9
COc1ccc(Cc2nn3c(-c4cc(OC)c(OC)c(OC)c4)nnc3s2)cc1	-8.3
O=C1C2CCCCC2C(=O)N1c1cccc2ccccc12 (stereo not drawn)	-6.5
Cc1cc(C)nc(/N=C(\N)Nc2ccc(Cl)c(C(F)(F)F)c2)n1	-3.9
CC(=O)NS(=O)(=O)c1ccc(NC(=O)c2cc(-c3ccc(C)c(C)c3)nc3ccccc23)cc1	-45.3
O=C(c1ccco1)N1CCN(C(=O)C2CCCCC2)CC1	10.1
CCOC(=O)C1C(=O)C=C(c2cccs2)CC1c1ccccc1C (stereo not drawn)	-15.1
O=C(Nc1ccc2oc(-c3ccc(Cl)cc3)nc2c1)c1ccc2ccccc2c1	-10.7
CC(=O)NCc1ccc(C(=O)CSc2nnc(-c3ccncc3)n2Cc2ccccc2)o1	-7.8
COc1ccc(C(=O)Cn2nnc(-c3ccccc3NC(=O)c3ccco3)n2)cc1	0.8
COc1ccc2cc3cc(C(=O)NCCC(C)C)sc3nc2c1	4.9
COCCn1c(SCCCc2ccccc2)nc2c1c(=O)[nH]c(=O)n2C	-5.4
CCOC(=O)C(C)Oc1ccc2c(C)cc(=O)oc2c1C(C)=O (stereo not drawn)	11.2
CCc1nnc(NC(=O)c2ccc(S(=O)(=O)NC3CCCCC3)cc2)s1	-4.3
CC1CCCCN1C(=O)c1nn2c(c1Cl)NC(c1ccco1)CC2C(F)(F)F (stereo not drawn)	-13.2
COC(=O)n1c(=O)oc2cc(S(=O)(=O)N3CCOCC3)ccc21	1.2
Cc1ccc(-c2noc(CCC(=O)N3CCC(C)CC3)n2)cc1	-8.6
NC(=O)C1CCN(C(=O)C23CC4CC(CC(C4)C2)C3)CC1	-10.0
CCCc1nc(SCC(=O)c2ccc(OC)cc2)c2c(=O)n(C)c(=O)n(C)c2n1	2.3
CCCc1ncc(C(=O)c2ccc(OC)cc2)n1C	-1.4
COc1ccc(C(=O)NCC(=O)n2nc(C)cc2C)cc1OC	-6.2
CCCCCn1c(=O)[nH]c2cc(C(=O)NC3CCCC3)ccc2c1=O	-4.5
CCc1cc2c(cc(C(=O)O)n2C)s1	-3.4
COc1ccc(S(=O)(=O)N2CCCN(CC(=O)Nc3ccc(-c4nc5ccc(C)cc5s4)cc3)CC2)cc1	-10.2
CC(C)n1c(SCC(=O)Nc2ccc3c(c2)OCO3)nc2c1c(=O)n(C)c(=O)n2C	3.9
CCOC(=O)CSc1nnc(-c2ccc(OC)cc2OC)o1	2.0
CN(C)c1ccc(C(O)(c2ccccc2)c2ccccc2)cc1	-2.6

(list continues)
SMILES	14-3-3 PPI
Cc1ccc(CNC(=O)c2cc3c(=O)n(C)c4ccccc4c3n2C)o1	-2.0
NC1=NC2=C(CCCC2)C2(CCCCC2)S1	-2.7
Cc1ccc2c(c1)C(c1ccccc1)N(C(=O)c1ccc(C)c(C)c1)CC(=O)N2 (stereo not drawn)	3.2
COc1ccc(C(=O)CSc2nnc(-c3ccco3)n2CC2CCCO2)cc1 (stereo not drawn)	-7.2
CCCSc1nnc2c(n1)OC(C(=O)c1ccc(OC)cc1)Nc1ccccc1-2 (stereo not drawn)	13.9
Cc1n[nH]c(C)c1N1C(=O)c2cccc3cc(Br)cc(c23)C1=O	1.1
CNC(=O)CSc1nnnn1CCCOC	-8.3
COc1ccc(OC)c(-n2c(SCC(=O)N3CCc4ccccc43)nc3c(c2=O)SCC3)c1	-3.3
CN1C(=O)CSc2ccc(C(=O)O)cc21	-5.1
CCOc1ccc(C2NC(=O)NC(C)=C2C(=O)OCCc2ccccc2)cc1 (stereo not drawn)	3.4
CC1=C(C(=O)Nc2ccccc2C)C(c2ccc(C(C)C)cc2)NC(=O)N1 (stereo not drawn)	0.7
COc1ccc(CC(=O)Nc2ccc(S(=O)(=O)NCC3CCCO3)cc2)cc1 (stereo not drawn)	-3.2
CCCCCOc1ccc2c3c(c(=O)oc2c1)CCC3	-2.3
Cc1ccc2c(c1)-c1ccccc1S(=O)(=O)N2	-6.0
O=C(NC(c1ccc(Cl)cc1)c1ccc2cccnc2c1O)c1ccccc1 (stereo not drawn)	-2.1
Cc1ccc(C)c(N2CCN(C(=O)c3cc4ccccc4oc3=O)CC2)c1	-1.8
O=C(c1ccc(S(=O)(=O)c2ccccc2)cc1)N1CCCN(C(=O)c2ccc(S(=O)(=O)c3ccccc3)cc2)CC1	0.3
O=C(CN1C(=O)COc2ccccc21)N(Cc1cccnc1)Cc1cccc(F)c1	-8.8
Cc1cc(C)c2c(N)c(C(=O)c3ccc4c(c3)OCO4)sc2n1	-7.6
CC(=O)Nc1cc(C(=O)N2CCCC2)ccc1Sc1ccc(Cl)cc1	1.6
Cc1ccc([N+](=O)[O-])c2c1NC(c1ccc(Br)cc1)C1CC=CC21 (stereo not drawn)	-10.9
CC1CCN(S(=O)(=O)N2CCC(C(=O)NCCC3=CCCCC3)CC2)CC1	3.6
COC(=O)N(C)c1nc2ccccc2s1	-7.9
O=C(Nc1ccc(-n2nncc2-c2ccco2)cc1)c1cc2ccccc2oc1=O	-14.6&-60.0
CC1CCN(C(=O)CSc2nnc(Cc3cc(=O)[nH]c(=O)[nH]3)n2-c2ccc(Cl)cc2)CC1	-2.6
COc1cccc(C=Cc2ccc3cccc(O)c3n2)c1	-6.5
CCC(C)Oc1ccc(OCCSc2nc3ccccc3c(=O)[nH]2)cc1 (stereo not drawn)	-9.4
CC1CCCC(NC(=O)CCc2cn(Cc3ccccc3)c3ccccc23)C1C (stereo not drawn)	3.1
CC(C)C(=O)Nc1ccc(C(=O)NC2CCSC2=O)cc1 (stereo not drawn)	0.4
O=c1nc2n(c3cc(Cl)c(S(=O)(=O)N4CCOCC4)cc13)CCCCC2	-1.4

Three of the compounds above, as a markdown table:
| SMILES | 14-3-3 PPI |
| --- | --- |
| O=C(Nc1ccc(-n2nncc2-c2ccco2)cc1)c1cc2ccccc2oc1=O | -14.6&-60.0 |
| CC1CCN(C(=O)CSc2nnc(Cc3cc(=O)[nH]c(=O)[nH]3)n2-c2ccc(Cl)cc2)CC1 | -2.6 |
| COc1cccc(C=Cc2ccc3cccc(O)c3n2)c1 | -6.5 |

Going on with the list.
SMILES	14-3-3 PPI
COc1ccc(C(=O)N2N=C(CC(C)C)CC2(O)C(F)(F)F)cc1 (stereo not drawn)	2.5
O=C(CN1C(=O)c2ccccc2S1(=O)=O)Nc1ccccc1C(=O)NCc1ccco1	4.5
CCN1C(=O)CC(C(=O)Nc2ccc(Br)cc2)SC1=Nc1cccc(F)c1 (stereo not drawn)	-3.4
CCn1c(=O)n(CC)c2cc(S(N)(=O)=O)c(C)cc21	-3.2
Cn1cc(CC(=O)N2CCN(c3ccc(Cl)cc3)CC2)c2ccccc21	2.8&2.0
CC(C)(C)n1cnc2cc(NS(=O)(=O)c3ccccc3)ccc21	-3.8
O=C(Nc1ccccc1Sc1ncnc2sc3c(c12)CCCC3)c1ccco1	-52.6
S=C1NN(c2ccccc2)C2=C(CCC2)S1	-12.8
O=C1CCc2c1[nH]c1ccc(C3CCCCC3)cc21	-15.5
O=C(COC(=O)c1ccc(Cl)cc1)c1ccc([N+](=O)[O-])cc1	1.1
Cc1ccc2ccccc2c1COC(=O)c1nonc1N	-4.7
COc1ccc(NC(=O)c2cc3n(n2)C(C(F)(F)F)CC(c2ccc(OC)c(OC)c2)N3)cc1Cl (stereo not drawn)	-6.5
O=c1cc(CSc2nnc(-c3ccccc3)c(-c3ccccc3)n2)nc2ccc(Br)cn12	-25.2
Cc1cc(NC(=O)c2cccnc2)ccc1NC(=O)c1ccco1	-2.7
COc1cc(-c2nnc(SCc3c(F)cccc3Cl)o2)cc(OC)c1OC	-5.8
COc1ccccc1C1C(C(=O)Nc2ccccc2F)=C(C)NC2=C1C(=O)CCC2 (stereo not drawn)	-2.2
CC1=CC(C)(C)N(C(=O)Nc2cccc(Cl)c2)c2ccccc21	-17.6
CC(C)c1ccc(S(=O)(=O)N2CCN(CC(=O)Nc3ccc(C(N)=O)cc3)CC2)cc1	0.8
CCOc1ccccc1-n1c(SCC(=O)NC)nnc1-c1ccco1	-2.9
Cc1ccc(-n2c3c(cc(C(=O)NCc4ccco4)c2=O)C(=O)CC(C)(C)C3)cc1	8.2
Cn1cccc1C(C(=O)NC1CCCCC1)N(C(=O)Cc1cccs1)c1ccc2c(c1)OCO2 (stereo not drawn)	-5.5
COc1ccc2cc(CN(CCO)C(=O)c3ccc(Br)cc3)c(=O)[nH]c2c1	-3.6
CCN(CC)C(=O)COc1ccc2oc(C)c(C(=O)OC)c2c1	3.1&-1.2
Cc1cccc(C)c1Nc1c(-c2ccccn2)nc2ccc(Cl)cn12	-7.4
O=C1C2C3C=CC(C3)C2C(=O)N1c1cccc(N2C(=O)C3C4C=CC(C4)C3C2=O)c1 (stereo not drawn)	-6.2
CC1N(C)c2cc(NC(=O)c3ccco3)ccc2C1(C)C (stereo not drawn)	-225.0
O=c1oc2ccccc2cc1-c1csc(-c2nc(-c3ccc(Br)cc3)cs2)n1	-112.8
O=C(C1CCN(c2nnc(-n3cccc3)s2)CC1)N1CCOCC1	-7.0
CCc1cccc(NC(=O)CCS(=O)(=O)c2cc(Br)cc3c2N(C(=O)C2CC2)CC3)c1	-3.4
COc1ccc(C2CC(C(F)(F)F)n3nc(C(=O)N4CCCC4)c(Cl)c3N2)cc1 (stereo not drawn)	-6.3
CCOC(=O)c1c(NC(=O)c2nn3c(c2Cl)NC(c2cccs2)CC3C(F)(F)F)sc2c1CCCC2 (stereo not drawn)	-8.3
CCOC(=O)c1cnc2ccc(C(=O)OC)cc2c1Nc1ccc(C)cc1C	1.0
O=C1C2=C(Nc3ccccc3SC2c2ccco2)c2ccccc21 (stereo not drawn)	-10.4
CSc1nc(N)c2ncn([C@@H]3O[C@H](COP(=O)(O)OP(=O)(O)OP(=O)(O)O)[C@H](O)C3O)c2n1 (stereo partly drawn)	-3.6
Cc1cccc(NC(=O)c2cc3c(n(-c4ccc(Cl)cc4)c2=O)CCCC3=O)n1	-29.7
O=C(O)CNCCC(=O)c1ccccc1	-8.3
CC(C)(O)C#Cc1ccc(C(=O)NCc2cccs2)s1	-9.2
CCC(c1c(C)n(C)n(-c2ccccc2)c1=O)c1c(C)n(C)n(-c2ccccc2)c1=O	3.8
O=C(c1cc2nc(-c3ccco3)cc(C(F)(F)F)n2n1)N1CCCCCC1	-3.7&-4.6
CCc1cccc(NC(=O)c2nn(-c3ccc(C)cc3)c(=O)c3c2c2ccccc2n3C)c1	8.0
CCOC(=O)Cc1csc(NC(=O)c2ccc(S(=O)(=O)N3CC(C)CC(C)C3)cc2)n1 (stereo not drawn)	-0.9
O=C(NCc1ccccc1)c1cc[n+]([O-])cc1	-4.8

Grouped by structure: the entries above with a thiophene ring, fused or not
SMILES	14-3-3 PPI
Clc1ccc(-c2csc3ncnc(N4CCOCC4)c23)cc1	-10.1
CCCC1CCc2c(sc(NC(=O)c3ccc4c(c3)OCO4)c2C(N)=O)C1 (stereo not drawn)	-19.1
Cc1cc(NC(=O)CSc2nc(-c3cccs3)cc(C(F)(F)F)n2)no1	-22.2&-4.3
COc1cccc(C2C(C(=O)c3cccs3)=C(O)C(=O)N2CCc2ccccc2)c1 (stereo not drawn)	-0.1
COc1ccc(-c2cc(C(=O)Nc3sc4c(c3C#N)CCC(C(C)(C)C)C4)no2)cc1OC (stereo not drawn)	5.2
CCOC(=O)C1C(=O)C=C(c2cccs2)CC1c1ccccc1C (stereo not drawn)	-15.1
COc1ccc2cc3cc(C(=O)NCCC(C)C)sc3nc2c1	4.9
CCc1cc2c(cc(C(=O)O)n2C)s1	-3.4
Cc1cc(C)c2c(N)c(C(=O)c3ccc4c(c3)OCO4)sc2n1	-7.6
O=C(Nc1ccccc1Sc1ncnc2sc3c(c12)CCCC3)c1ccco1	-52.6
Cn1cccc1C(C(=O)NC1CCCCC1)N(C(=O)Cc1cccs1)c1ccc2c(c1)OCO2 (stereo not drawn)	-5.5
CCOC(=O)c1c(NC(=O)c2nn3c(c2Cl)NC(c2cccs2)CC3C(F)(F)F)sc2c1CCCC2 (stereo not drawn)	-8.3
CC(C)(O)C#Cc1ccc(C(=O)NCc2cccs2)s1	-9.2
